Pf growth 96h – P. falciparum growth inhibition at 96 hour, primary screen for plastid delayed-death inhibitors; P. falciparum luciferase reporter growth, 96 h; Potency, µM (doses to about 28.7 µM), inactives show at the top dose activity change, negative = inhibition, actives largely listed as inhibitors; actives 6.9% (n = 320,000); AID 504834
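Infected RBCs, 2% Hct / 0.05% parasitemia final; luciferase-reporter P. falciparum; cpd 96 h, 37 C, 5% CO2; luciferase detection reagent; luminescence.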
HCV inh – blocks hepatitis C virus; Huh7.5.1 HCVcc-Cre infection, luciferase reporter, 44 h; actives 3.4% (n = 340,000); Potency, µM (series often up to 41.8 µM), for inactives: at the highest dose activity change, negative = inhibition, hits mostly inhibitors; AID 651820
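Compounds are dispensed onto cells plated 4 h earlier at 1,000 per well, with HCVcc-Cre virus (about 0.5 moi) added next. Following 44 h of culture, luminescent signal is measured for 15 sec after 15 min with substrate at room temperature.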
Pf growth 48h – P. falciparum growth inhibition at 48 hours (one generation) | P. falciparum luciferase growth in erythrocytes, 48 h | Potency, µM (series often up to 28.7 µM), for inactives: at the top dose activity change, negative = inhibition, actives largely listed as inhibitors | actives 5.9% (n = 310,000) | AID 504832
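Compounds are pin-transferred into medium, infected erythrocytes (2% hematocrit, 0.1% parasitemia final) are added, and plates sit one parasite generation at 37 C in 5% CO2. Detection reagent is then added and luminescence measured.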
Tb PYK inh – blocks Trypanosoma brucei pyruvate kinase. Q57TT1. TbPYK enzyme, Kinase-Glo Plus ATP luminescence, 45 min. Potency, µM (titrated, usually from 76.8 µM), for the others: top-dose activity, negative = inhibition, most hits filed as inhibitors. actives 0.12% (n = 410,000). AID 624173; further: nearly all actives have a fitted effect of over 50% in size
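TbPYK + substrate in 50 mM TEA pH 7.2, 100 mM KCl, 10 mM MgCl2, 0.05% BSA, 0.01% Tween-20; cpd pinned; ADP 130 uM final; 45 min RT; Kinase-Glo Plus 10 min; luminescence endpoint.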
Sm TGR block – blocks Schistosoma mansoni thioredoxin glutathione reductase | Potency, µM (doses to about 114 µM), for inactives: at the top dose activity change, negative = inhibition, hits mostly inhibitors | purified TGR, DTNB reduction, TNB absorbance 405 nm | AID 485364 | actives 3% (n = 360,000) | Q962Y6; further: nearly all actives have a fitted effect of over 60% in size
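TGR 20 nM + NADPH 100 uM (dispensed conc.), cpd preinc 15 min RT; start with NADPH (500 uM addition) then DTNB (15 mM addition). Kinetic TNB absorbance, 405 nm filter. Four-parameter Hill fit across titration.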
LmPK inh – blocks Leishmania mexicana pyruvate kinase activity. Q27686. purified LmPK, Kinase-Glo ATP luminescence, 1 h. Potency, µM (series often up to 57.5 µM), for the others: at the top dose activity change, negative = inhibition, usual class: inhibitors. actives 0.37% (n = 290,000). AID 1721
Target sequence (Q27686 whole entry, looked up): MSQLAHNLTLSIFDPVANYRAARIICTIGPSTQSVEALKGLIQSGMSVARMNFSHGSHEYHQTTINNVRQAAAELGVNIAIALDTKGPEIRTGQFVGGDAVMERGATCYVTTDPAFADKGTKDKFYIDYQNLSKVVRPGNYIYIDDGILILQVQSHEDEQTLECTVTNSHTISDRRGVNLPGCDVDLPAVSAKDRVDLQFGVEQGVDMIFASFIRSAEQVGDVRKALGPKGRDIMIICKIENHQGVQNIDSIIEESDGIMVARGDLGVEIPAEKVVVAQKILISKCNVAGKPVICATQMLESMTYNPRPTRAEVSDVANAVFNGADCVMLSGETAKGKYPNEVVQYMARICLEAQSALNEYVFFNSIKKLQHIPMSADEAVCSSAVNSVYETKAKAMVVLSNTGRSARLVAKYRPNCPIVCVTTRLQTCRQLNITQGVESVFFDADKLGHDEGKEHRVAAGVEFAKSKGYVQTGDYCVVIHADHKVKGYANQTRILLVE
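qHTS format; LmPK 0.1 nM; substrates PEP 0.5 mM and ADP 0.1 mM. One-hour room-temperature incubation, then coupled luciferase luminescence; 0.5 nM enzyme wells mark activation.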
* marks the source's active call; other numbers are inactive results; ? = inconclusive; · = not tested or not shown; & = joins results of further samples; [ ] = dose if it differs, or a comment. The call rests on the fitted dose curve; in most records, active means well fitted curve in the direction sought with a large enough effect; inconclusive means small, poorly fitted or top-dose-only effect, or another doubt; inactive means no such curve, though single readings can be large; an effect the other way counts as inactive or inconclusive. On the % scale 0 is the no-effect control and ±100 the full control effect; potency means the concentration at half of the fitted maximal effect. Outcome played no part in choosing rows, and some 16% of all compounds hit somewhere here.

smiles	LmPK inh	Tb PYK inh	Sm TGR block	Pf growth 96h	Pf growth 48h	HCV inh
O=C(CN(Cc1ccccc1)S(=O)(=O)c1ccc2c(c1)OCCO2)Nc1ccc2c(c1)OCCO2	-4%	-10%	-1%	-20%	?	-21%&-8%
O=C(COC(=O)Cc1ccsc1)Nc1cccc(Cl)c1	·	-6%	3%	5%	9%	-24%
CC(C)Cn1c(N)c(C(=O)COC(=O)c2cc(F)cc(F)c2)c(=O)n(C)c1=O	3%	-6%	-1%	17%	-9%	-28%
CC(=O)c1ccc(S(=O)(=O)N2CCN(CC(=O)NC(=O)NC3CCCCC3)CC2)cc1	·	2%	-17%	?	?	?
COc1ccc(OC)c(NC(=O)CSc2nc3[nH]c(=O)cc(O)c3s2)c1	·	1%	-3%	0%	?	14%
COc1cccc(NC(=O)CSc2nc(=O)n(Cc3ccncc3)c3c2CCCC3)c1	·	-1%	-1%	-26%	-14%	-3%
CCC(C)Cn1c(O)cc2nn(-c3nc4ccccc4s3)c(=O)c-2c1C (centres undefined)	2%	-4%	-4%	-24%	?	-5%
CCCn1c(C(O)c2cc(OC)ccc2OC)nc2ccccc21 (centres undefined)	3%	3%	-2%	·	?	7%
Cc1ccc(C(=O)C2=C(O)C(=O)N(Cc3ccco3)C2c2ccc(N(C)C)cc2)o1 (centres undefined)	-11%	-5%	-23%	12µM*	?	5%
Cc1n[nH]c(=O)n1-c1ccc(OCc2ccccc2)cc1	-5%	-11%	15%	-75%	284%[activator]	17%
OCC[C@H]1C[C@@H](O)[C@H](O)[C@]2(CCc3ccccc3CO2)O1	·	-4%	-11%	38%[activator]	8%	-3%
CN(CC(=O)Nc1ccc(F)c(F)c1F)C(=O)CC1CCCCC1	·	1%	2%	-16%	4%	1%
O=C(Nc1cc(S(=O)(=O)N2CCOCC2)ccc1N1CCCCC1)c1cc(-c2ccccn2)nc2ccccc12	3%	-17%	1%	?	-27%	-2%
COc1ccc(C(=O)N/N=C/C2CC=CCC2)cc1OC (centres undefined)	-1%	3%	-2%	-26%	2%	16%
C/C(=N\NC(=O)c1nnn(-c2nonc2N)c1-c1ccccc1)c1ccccc1O	-3%	3%	1%	?	-67%	6.3µM*
Cc1cc(C)c(C(=O)CN2C(=O)NC3(CCC(C)CC3)C2=O)cc1C (centres undefined)	0%	1%	3%	26%	-2%	-11%
COc1cccc(Cn2c(=O)oc3ccccc32)c1	6%	7%	6%	49%[activator]	47%[activator]	10%
O=c1c2cc(Cl)cc(Cl)c2nc2n1CCC2	-1%	3%	-12%	9%	2%	-9%
COc1ccc(S(=O)(=O)Nc2c(C)ccc3nsnc23)cc1OC	-4%	0%	-8%	-10%	-2%	-10%
Cc1cc(=O)oc2cc(OC(C)C(=O)NCC3CCC(C(=O)O)CC3)ccc12 (centres undefined)	4%	6%	4%	?	-35%	11%
CCCCCc1ccc(-c2ccc(OC)cc2)nc1	1%	1%	?	10µM*	-16%	2%
C/C(=N\NC(=O)c1c(Cl)c(C)nn1C)c1cccc(NC(=O)c2cccc(F)c2)c1	0%	-2%	-1%	?	?	?
COc1ccc(N2C(C(C)=O)=NN(c3ccccc3)C2c2cccs2)cc1 (centres undefined)	0%	·	5%	12µM*	·	·
CC(=O)N/C(=C\c1ccccc1)C(=O)OCC(=O)c1ccccc1	·	-3%	-4%	30%[activator]	14%	3%

Part of the list above, with each value named:
COc1cccc(Cn2c(=O)oc3ccccc32)c1
  LmPK inh = 6%
  Tb PYK inh = 7%
  Sm TGR block = 6%
  Pf growth 96h = 49%[activator]
  Pf growth 48h = 47%[activator]
  HCV inh = 10%

O=c1c2cc(Cl)cc(Cl)c2nc2n1CCC2
  LmPK inh = -1%
  Tb PYK inh = 3%
  Sm TGR block = -12%
  Pf growth 96h = 9%
  Pf growth 48h = 2%
  HCV inh = -9%

COc1ccc(S(=O)(=O)Nc2c(C)ccc3nsnc23)cc1OC
  LmPK inh = -4%
  Tb PYK inh = 0%
  Sm TGR block = -8%
  Pf growth 96h = -10%
  Pf growth 48h = -2%
  HCV inh = -10%

Cc1cc(=O)oc2cc(OC(C)C(=O)NCC3CCC(C(=O)O)CC3)ccc12 (centres undefined)
  LmPK inh = 4%
  Tb PYK inh = 6%
  Sm TGR block = 4%
  Pf growth 96h = ?
  Pf growth 48h = -35%
  HCV inh = 11%

Later entries:
smiles	LmPK inh	Tb PYK inh	Sm TGR block	Pf growth 96h	Pf growth 48h	HCV inh
CC(C)NC(=O)Cn1cc(C(=O)c2ccccc2F)c2ccccc21	4%	-4%	-8%	·	23%	-16%
CN(C)C(=O)NC1c2ccccc2-c2ccccc21	0%	-5%	28%	20%	27%	-10%
CC(C)(C)N/N=C/c1c(O)n(-c2ccc(Cl)cn2)c(=O)c2ccccc12	2%	0%	-20%	24%	14%	?
COc1cccc(/C=C/C(=O)c2ccc[nH]2)c1	-14%	-5%	-6%	49%[activator]	·	-22%
Cc1nc(NCc2ccco2)nc2c1C(=O)CC(C)C2 (centres undefined)	-12%	-3%	19%	?	18%	-6%
CCCc1ncc(C(O)c2cccc3ccccc23)n1C (centres undefined)	8%	4%	-11%	·	-17%	1%
C[C@](N)(CCP(=O)(O)O)C(=O)O	·	-8%	-1%	65%[activator]	7%	-13%
COc1ccc(OCC(=O)Nc2ccc3c(c2)nc(CCNC(C)=O)n3C)cc1	4%	-4%	8%	?	-25%	-6%
Cc1c(C(=O)N2CCCCC2)sc(NC(=O)C(C)C)c1C#N	3%	-2%	22%	13%	13%	-18%
COc1ccc(N(C)C(=O)c2cc3c(s2)-c2ccccc2OC3)c(OC)c1	-3%	1%	0%	?	?	?
Cc1cccc(NC(=O)COc2cccc3c2CCN(C)C3=O)c1	9%	7%	0%	?	?	?
Cc1ccc(NC(=O)CN2C(=O)CN(C)C2=O)cc1S(=O)(=O)N1CCCCC1	11%	-2%	-1%	-28%	-5%	-26%
Cc1ccccc1CN1C(=O)Nc2ccccc2C(=O)N1C(C)(C)C	-2%	-7%	-12%	·	-5%	4%
COC(=O)C1CCN(C(c2cccs2)c2sc3nc(C)nn3c2O)CC1 (centres undefined)	-3%	1%	4%	18%	9%	2%
Cc1cccc(NC(=O)c2cccc(NC(=O)Cc3cccs3)c2)c1	-2%	1%	-1%	?	?	?
CN(Cc1ccccc1)C(=O)CCSc1nc(-c2ccc3c(c2)OCO3)cc(C(F)(F)F)n1	2%	4%	0%	-2%	9.3µM*	10µM*
O=C(c1ccco1)N1CCN(Cc2cn[nH]c2-c2ccc(F)cc2F)CC1	5%	-9%	-17%	-8%	-8%	9%
O=C(NCC1COc2ccccc2O1)c1cc2ccccc2o1 (centres undefined)	2%	-4%	-4%	?	?	-14%
Cc1cc(N2CCC(C(=O)N3CCN(c4cccc(C)c4C)CC3)CC2)n2ncnc2n1	-1%	-4%	2%	·	2.3µM*	?
Cc1ccc(NC(=O)c2ccc(=O)[nH]n2)cc1S(=O)(=O)Nc1ccccc1Cl	·	4%	0%	-13%	0%	1%
CN1CCc2c(sc3nc(SCC(N)=O)n(-c4ccccc4)c(=O)c23)C1	0%	-7%	?	·	?	?
COc1cc(CCC(=O)NCc2ccc(Cl)cc2)cc(OC)c1OC	1%	-5%	38%[activator]	?	·	6%
Cc1ccc(NC(=O)C2CCN(S(=O)(=O)c3ccc4c(c3)CCCC(=O)N4)CC2)c(Br)c1	-2%	-6%	-2%&11%	-21%	-13%	5%
COc1ccccc1N1CCN(C2CCCCC2NS(=O)(=O)c2ccccc2)CC1 (centres undefined)	2%	0%	3%	-29%	?	?
Cc1[nH]nc(-c2ccc(O)c(C)c2O)c1Oc1ccccc1	0%	-4%	6%	-2%	·	?
O=c1onc(-c2c(F)cccc2F)n1-c1ccccc1Cl	-1%	-3%	12%	-8%	4%[0.00184 µM]	13%
COc1ccc2nc3sc(C(=O)N4CCN(C)CC4)cc3cc2c1	0%	7%	0%	1%	19%	9%
COc1ccc(CNC(=O)CCS(=O)(=O)c2ccc3c(c2)oc(=O)n3C)cc1	-10%	0%&3%	-5%&-6%	8.3µM*	14%	12%
CN(C)S(=O)(=O)N1CCN(C(=O)c2cccs2)CC1	1%	9%	20%	·	-1%	4%
Cc1cccc2[nH]c(CN(C)C(=O)C3CCC(=O)N(C4CC4)C3)nc12 (centres undefined)	0%	4%	-6%	-3%	19%	16%
COc1ccc(C(=O)NCCSCc2ccccc2C)cc1	4%	-5%	4%	?	?	-19%
CCCCn1c(N)c(N(CC)C(=O)CSc2nnc(-c3ccco3)n2CC)c(=O)[nH]c1=O	·	-10%	?	0%	4%	8%
COc1cccc(C(=O)Oc2ccc3ccc(O)cc3c2)c1	9%	-3%	-25%	-5%	72%[activator]	2%
CC(=O)N[C@@H](Cc1c[nH]c2ccccc12)C(=O)OCC(=O)Nc1ccc(Cl)c(S(=O)(=O)N(C)C)c1	2%	1%	26%	?	-13%	19%
O=C(COC(=O)CCc1c[nH]c2ccccc12)Nc1cc([N+](=O)[O-])ccc1Cl	-2%	-4%	-15%	11%	3%	-20%
CN1CCC(N(C)CC(=O)Nc2ccccc2N2CCOCC2)CC1	-8%	-3%	0%	9%	·	19%
Cc1[nH]c2ccccc2c1C1=NNC(=Nc2ccc(F)cc2)SC1	-1%	?	2%	8.3µM*	?	?
O=c1[nH]nc(CNc2cccc(C(F)(F)F)c2)c2ccccc12	15%	-2%	1%	-17%	17%	5%
CCC1=NN(C(=O)c2cccnc2)C(O)(C(F)(F)F)C1 (centres undefined)	-6%	-3%	-2%	2%	20%	12%
O=c1c2ccc([N+](=O)[O-])cc2ncn1CCOc1ccccc1	0%	-16%	·	?	?	?
CCOc1cc(NC(=O)c2ccco2)c(OCC)cc1NC(=O)c1ccco1	-10%	1%	0%	13%	?	?
COc1ccc(C2=CC(=O)OC(C)(c3ccccc3)O2)cc1 (centres undefined)	0%	-2%	-9%	96%[activator]	12µM*	-18%
Cc1ccc(C(=O)Nc2ccccc2-c2ccccc2)cc1S(=O)(=O)Nc1cccc(C)c1C	-1%	1%	18%	2%	?	10µM*
O=C(CCc1nc(-c2ccccc2F)no1)NCCN1CCOCC1	1%	4%	-1%	·	-7%	8%
CC(=O)Nc1nonc1-c1nc2ccccc2n1C	-4%	-5%	-1%	?	-11%	?
C/C(=N/OC(=O)c1ccc(Br)cc1)c1ccc(C)cc1	0%	4%	-2%	?	19%	?
Cc1cc(C)cc(N=Cc2[nH]c3ccc(Br)c(Cl)c3c2O)c1	-13%	-9%	?	?	1.5µM*	3%
O=C(Nc1ccccc1C(=O)Nc1ccccc1C(=O)NCc1ccco1)c1ccco1	-6%	-9%	?	·	8.3µM*	-20%
CCC(Oc1ccccc1)C(=O)Nc1ccccc1C(=O)N1CCOCC1 (centres undefined)	-4%	-12%	-17%	?	26%	·
CCOc1ccc(NC(=O)CC2C(=O)N(C)C(=S)N2CCCc2ccccc2)cc1 (centres undefined)	-2%	7%	-16%	?	?	-14%
C=CCn1c(N)c(C(=O)NC2CCCCC2)sc1=S	2%	-2%	-12%	4%	-10%	-2%
CCOc1ccc(NC(=O)c2ccccc2O)cc1	-29%	1%	-4%	?	0%	-16%
